HEK293 NOD2/NF-kB: NOD2 signaling inhibitors, cell-based, luminescence, uHTS, HEK293 (AID 1566) | HEK293 NOD2/NF-kB luciferase reporter, luminescence; higher % means a stronger effect | actives 0.63% (n = 290,000) | one-dose inhibition, % at 4 µM; EC50 in µM for titrated hits; in the data active means inhibition above about 50%; further: many of its hits are not listed in these tables
Yfh1-depleted yeast: enhancers of respiration in Yfh1-depleted yeast, dose response, Friedreich's ataxia, plus single-dose screen (AID 1465); S. cerevisiae Yfh1-off respiration, WST-1 reduction, 72 h; higher fold induction means a stronger effect; fold induction at 50 µM, or EC50 in µM where a hit was titrated; actives 0.074% (n = 220,000);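 active means fold induction of absorbance versus untreated yeast above a set limit, then at least 30% activation at any dose in follow-up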;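 further: activators that raise dye reduction in frataxin-depleted yeast; strong numbers were not always called active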
Ins promoter up: insulin promoter activators in MIN6 cells, imaging, high-content screening, mouse beta cells; actives 0.3% (n = 190,000); z-score at 5 µM; MIN6 insulin promoter-GFP reporter; hits give high values; AID 1625, 2009;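 active means z-score above 3 at 5 µM with at least 500 cells counted in the well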
Autophagy mod: autophagy modulators in MEF cells, primary screen, imaging, high-content, MEF GFP-LC3; actives 0.98% (n = 190,000); calls only at 10 µM (by protocol); MEF GFP-LC3 puncta imaging; test concentration mostly 10 µM;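 active means percentage of spot-positive cells more than 3 SD above its plate mean, without a fluorescence outlier flag or 80% toxicity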;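 further: spot-positive cell cutoff set from DMSO-treated cells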
b-catenin transl: modulators of beta-catenin nuclear translocation, primary screen, imaging, HeLa cells, immunofluorescence, high-content; AID 1665, 2009; nuclear translocation activity, % at 5 µM; actives 0.3% (n = 190,000);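 active means nuclear translocation activity above 50% at 5 µM, with a well cell count of 50 or more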;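 further: per-cell ratio of nuclear to cytoplasmic median beta-catenin stain intensity; plate controls were DMSO negative control for no effect and GSK-3 inhibitor IX positive control for full effect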
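Read-out: Nuclear/cytoplasmic beta-catenin signal ratio, % activation | Assay system: Human HeLa cell line | Times: 24 h compound exposure at 37°C, 5% CO2 | Signal: Fluorescence imaging of beta-catenin antibody stain plus DAPI | Dosing: 5 µM primary, 0.02–20 µM confirmation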
NOD1 inhibition: NOD1 signaling inhibitors, primary screen, cell-based, luminescence, uHTS (AID 1578); one-dose inhibition, % at 4 µM; EC50 in µM for titrated hits; NOD1-driven NF-kB luciferase reporter cells, luminescence; higher % means a stronger effect; actives 1% (n = 290,000); in the data active means inhibition mostly above about 36%, no sharp cut-off; inactive means mostly below about 34%;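 further: HEK-293T reporter cells stimulated with the NOD1 agonist gamma-tri-DAP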
MT stabilize HCS: microtubule stabilizers in HeLa cells, primary screen, imaging, high-content imaging; actives 0.83% (n = 200,000); % tubulin-high responders, % at 10 µM; HeLa tubulin immunostaining HCS, 24 h; share of cells brighter than vehicle mean+2SD;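 active means plate Z-score above 3 for both tubulin-high and condensed-nucleus cell shares, with cell loss under 80%, at 10 µM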;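 further: anti alpha tubulin signal scored within the nucleus-defined area of each cell; some results filed as inactive read as strong as hits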
Dynein transport: inhibitors of GR-EGFP nuclear translocation, primary screen, dynein cargo transport inhibitor project, imaging, high-content, 3617.4 mouse cells | actives 0.47% (n = 220,000) | test concentration mostly 20 µM; stimulated with dexamethasone, 1 µM; hits give low values | z-score, hits read low | AID 1381, 2008;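 active means plate z-score of nuclear minus cytoplasmic receptor signal below a set negative limit, without overly bright fluorescence or cell loss, cut at about -3.5 in these data, passing the limit was not always enough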;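 further: z-score of nuclear minus cytoplasmic ring GR-EGFP intensity difference per well; some compounds called inactive have numbers as strong as hits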
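Buffer or medium: tet-free, stripped-serum medium; reagent: dexamethasone at 1.0 µM final, 30 min; incubation: 48 h induction, 1 h compound, 30 min dex at 37 °C; measured by: formaldehyde fixation, Hoechst nuclear stain, 10x automated fluorescence imaging; read-out: nuclear-to-cytoplasmic GR-EGFP distribution per well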
P. falciparum M17LAP: P. falciparum M17LAP inhibitors, primary screen, biochemical, fluorogenic H-Leu-NHMec substrate, 1536-well (AID 1619); inhibition, % at 30 µM, or IC50 in µM where a hit was titrated; Leucine aminopeptidase (Plasmodium falciparum (isolate 3D7)); actives 0.38% (n = 220,000); recombinant M17LAP, H-Leu-NHMec fluorogenic kinetic assay; higher % means a stronger effect;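 active means compound inhibiting the enzyme by more than half at any dose during confirmatory dose-response retesting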;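 further: plate controls were full reaction with DMSO carrier for no effect and no enzyme background for full effect; strong numbers were not always called active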
Dynein transport cytoplasmic EGFP: further read-out of Dynein transport, marked with its call; z-score; measured here: cytoplasmic GR-EGFP intensity; hits give high values
Dynein transport nuclear GR-EGFP: further read-out of Dynein transport, marked with its call; z-score; measured here: nuclear GR-EGFP intensity;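 lower value marks the stronger effect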
Dynein transport cell count: further read-out of Dynein transport, marked with its call; z-score; measured here: cell count per field
Ins promoter up cell count: further read-out of Ins promoter up, marked with its call; cell count; measured here: cytotoxicity, nuclei count;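 total cells summed across four imaged fields per well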
b-catenin transl cell count 5 µM: second read-out of b-catenin transl, no call of its own (marks repeat the call); cell count; measured here: cell count, cytotoxicity flag
MT stabilize HCS Hoechst-high %: further read-out of MT stabilize HCS, marked with its call; % Hoechst-high responders; measured here: nuclear condensation Hoechst responders;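 share of cells brighter than vehicle mean plus two SD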
MT stabilize HCS cytotoxicity %: recorded beside MT stabilize HCS, whose call it bears; toxicity, %; measured here: cytotoxicity by cell density;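 0% = mean cell density of plate MIN control wells and 100% = no cells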
Autophagy mod cell loss 18 h: also measured in Autophagy mod; calls as there; toxicity, %; measured here: cell loss, nuclei count;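 cell loss after 18 h compound exposure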
Numbers without * were called inactive; i = inactive; . = not tested or not shown.

Start of the listing, in advance:
entry	SMILES	HEK293 NOD2/NF-kB	Yfh1-depleted yeast	Ins promoter up	Ins promoter up cell count	Autophagy mod	Autophagy mod cell loss 18 h	b-catenin transl	b-catenin transl cell count 5 µM	NOD1 inhibition	MT stabilize HCS	MT stabilize HCS Hoechst-high %	MT stabilize HCS cytotoxicity %	Dynein transport	Dynein transport cytoplasmic EGFP	Dynein transport nuclear GR-EGFP	Dynein transport cell count	P. falciparum M17LAP
1	COc1ccc(CN2CC(=O)N(c3ccc(C)c(C)c3)C2=S)cc1OC	16%	i	-0.47	1146	i	-2	0.0	1051	-5%	2.7	3.4	10	1.2	-0.16	0.95	-0.2	-11%
2	CCc1nnc(NC(=O)[C@@H](NC(=O)c2ccc(C(C)(C)C)cc2)C(C)C)s1	-4%	i	0.26	1242	i	17	3.1	555	-50%	1.9	4.0	17	1.5	0.09	0.8	-1.3	9%

Results, repeating the preview:
entry	SMILES	HEK293 NOD2/NF-kB	Yfh1-depleted yeast	Ins promoter up	Ins promoter up cell count	Autophagy mod	Autophagy mod cell loss 18 h	b-catenin transl	b-catenin transl cell count 5 µM	NOD1 inhibition	MT stabilize HCS	MT stabilize HCS Hoechst-high %	MT stabilize HCS cytotoxicity %	Dynein transport	Dynein transport cytoplasmic EGFP	Dynein transport nuclear GR-EGFP	Dynein transport cell count	P. falciparum M17LAP
1	COc1ccc(CN2CC(=O)N(c3ccc(C)c(C)c3)C2=S)cc1OC	16%	i	-0.47	1146	i	-2	0.0	1051	-5%	2.7	3.4	10	1.2	-0.16	0.95	-0.2	-11%
2	CCc1nnc(NC(=O)[C@@H](NC(=O)c2ccc(C(C)(C)C)cc2)C(C)C)s1	-4%	i	0.26	1242	i	17	3.1	555	-50%	1.9	4.0	17	1.5	0.09	0.8	-1.3	9%
3	COc1cc2c(cc1OC)CN(S(=O)(=O)c1ccc3c(c1)OCCO3)CC2	7%	i	-0.26	899	i	0	0.5	1138	-5%	2.0	1.2	5.9	-0.22	-0.21	-0.025	0.43	-6%
4	O=C(Cc1ccc(Cl)cc1)NCC(=O)N1CCCCC1	-3%	i	0.45	1411	i	10	0.5	824	14%	4.9	2.2	11	-1.1	-0.28	-0.2	1.7	1%
5	C=CCc1cccc(/C=N/c2ncn[nH]2)c1O	-1%	i	.	.	i	2	-6.5	1234	-2%	2.1	4.5	8.4	-1.2	0.14	-0.14	0.34	5%
6	CCC1=[N+](CC(=O)c2ccc(Br)cc2)CCn2c(C)ccc21	-12%	i	0.18	902	.	.	4.6	1251	8%	.	.	.	0.039	-0.21	-0.051	0.24	23%
7	Cc1nn(-c2ccccc2)c2c1P(=O)(O)/C(=C1\N(C)c3ccccc3C1(C)C)C=N2	4%	i	-0.22	1076	i	16	-3.4	788	-9%	6.8	2.4	6.1	-0.12	0.19	0.31	-0.051	9%
8	CCn1c(SCC(=O)N2CCCCC2C)nc2ccsc2c1=O (stereo not given)	9%	i	-1	1242	i	-3	-4.4	977	-12%	3.7	1.5	5.7	0.16	-0.22	0.2	0.32	10%
9	O=C(CN1CCN(CCO)CC1)Nc1ccccc1	1%	i	0.22	1173	i	3	-1.4	1269	-28%	4.0	2.0	6.9	-0.52	-0.2	0.086	-0.82	4%
10	O=C(O)CCCCNS(=O)(=O)c1ccc(Cl)c(C(F)(F)F)c1	12%	i	1.9	1466	i	0	-4.9	1424	-13%	5.4	4.9	8.0	0.0057	-0.12	0.29	0.78	1%
11	CCOC(=O)c1c(NC(=O)CNC2CCCCC2)sc(C)c1C	6%	i	0.59	1290	i	5	-0.8	1611	-16%	2.5	2.2	0.9	0.69	-0.22	0.74	-0.89	-2%
12	CCOC(=O)C1(Cc2cccc(OC)c2)CCN(Cc2cnc(SC)nc2)CC1	-12%	i	0.17	1374	i	10	1.9	988	9%	3.7	1.2	8.0	-0.58	-0.27	-0.15	1	-4%
13	COc1ccccc1CNCC(O)(c1ccc(Cl)cc1)c1ccc(Cl)cc1	7%	i	0.18	1190	i	-20	0.2	1385	.	2.5	2.2	4.3	-0.73	-0.093	0.3	0.0016	-8%
14	CCCN1C(=O)COc2ccc(C(=O)c3ccccc3C(=O)O)cc21	-7%	i	-0.71	1471	i	-1	-0.3	1000	-35%	3.4	1.8	5.7	0.14	-0.25	0.33	0.25	3%
15	CCCCOC(=O)C(C)Oc1ccc(=O)n(-c2ccccc2)n1 (stereo not given)	2%	i	1	988	i	2	-6.5	1186	-13%	2.4	4.9	12	0.0067	-0.19	0.14	-0.099	4%
16	O=S(=O)(c1c(Cl)sc(Cl)c1Br)N1CCCC1	-2%	i	0.4	1346	.	.	-2.1	1023	0%	.	.	.	-0.25	-0.26	-0.36	0.98	-6%
17	O=C(C1CCC1)N1CCc2cc(S(=O)(=O)N3CCc4ccccc4C3)ccc21	.	i	.	.	i	-5	.	.	.	2.4	2.2	6.6	0.19	-0.23	0.082	-0.57	.
18	CCn1c(SCC(=O)Nc2cc(OC)ccc2OC)nnc1C1CCCCC1	12%	i	1.9	1257	i	-9	-6.6	1122	26%	4.4	3.4	9.9	-0.32	-0.31	-0.057	0.59	11%
19	O=C1CC(c2ccc(Cl)cc2)CC(=O)C1CS(=O)(=O)c1ccccc1 (stereo not given)	4%	i	-0.22	1228	i	-6	-0.8	1058	-5%	2.5	0.7	1.4	2.9	-0.12	1.4	-1.2	31%
20	Cc1ccc(CN2CCN(CC(=O)NC(C)c3ccc4c(c3)OCCO4)C2=O)cc1 (stereo not given)	-6%	i	0.88	943	i	10	.	.	-19%	5.0	1.2	8.7	-0.99	-0.13	-0.55	0.91	6%
21	C=CC1CN(CC(=O)OC)S(=O)(=O)c2ccccc21 (stereo not given)	1%	i	0.97	774	.	.	0.6	1071	-4%	.	.	.	-0.064	-0.75	-0.082	-0.18	1%
22	Cn1c(CN2CCCC2)nc2cc(NC(=O)c3ccc(Cl)cc3)ccc21	-5%	i	0.72	1232	i	15	-1.4	1172	33%	3.0	1.5	8.0	-0.46	-0.26	-0.15	0.76	5%
23	CC(C)(C)n1nnnc1C(c1ccc2ncccc2c1)N1CCSCC1 (stereo not given)	6%	.	.	.	i	0	-3.6	1215	2%	2.6	3.3	10	0.33	-0.2	0.42	-0.21	-6%
24	COc1ccccc1CNC(=O)C1CCC(CNc2c(N3CCOCC3)c(=O)c2=O)CC1 (stereo not given)	2%	i	1.2	2009	.	.	-2.5	1089	-23%	3.2	2.9	7.8	-0.28	-0.17	0.16	-0.38	11%
25	CC1CN(S(=O)(=O)c2cccc(C(=O)Nc3ccc4c(c3)CCC4)c2)CC(C)O1 (stereo not given)	19%	i	-0.27	1286	i	5	1.9	468	17%	2.2	2.7	4.7	0.45	-0.33	0.5	-0.31	-7%
26	Cc1nonc1CN(C)C(=O)CC1C(=O)NCCN1Cc1cccc(C(F)(F)F)c1 (stereo not given)	-1%	i	0.41	1414	i	1	-1.1	1117	-34%	1.4	1.7	4.9	-0.33	-0.23	-0.31	1	11%
27	CC1(C)NC(=O)N(CC(O)COc2ccccc2C(=O)N2CCCCC2)C1=O (stereo not given)	22%	i	0.69	1395	i	-8	-2.5	798	9%	4.6	3.1	7.9	-0.26	-0.2	0.061	0.42	0%
28	Cc1cccc(C(=O)Nc2nnc(Cc3c[nH]c4ccccc34)s2)c1	-24%	i	-1.2	1421	i	-14	2.8	1356	-12%	1.9	1.1	6.3	0.81	0.14	1.1	0.25	6%
29	CN(C)c1ccc(/C=N/NC(=O)COc2ccccc2)cc1	-33%	i	0.26	1314	i	-3	-0.6	1068	-35%	9.5	1.9	11	-0.29	-0.17	0.12	-0.68	-8%
30	Cc1noc(C)c1CSc1nc2ccccc2n1CCc1ccccc1	-18%	i	0.74	1297	i	5	-5.9	1224	-21%	1.5	3.0	7.9	-0.64	-0.22	-0.16	0.55	2%
31	CCOc1cc(C)c(Cl)cc1S(=O)(=O)NCc1ccco1	-11%	i	1.8	1232	i	6	.	.	-4%	3.5	2.8	6.2	0.9	-0.2	0.81	-1.6	3%
32	C=CCNc1nc(Nc2ccc(OC)cc2OC)nc(OCC)n1	5%	i	-0.87	1251	i	-3	0.7	1115	-18%	2.8	1.5	1.1	0.39	-0.16	0.22	0.58	7%

High-throughput results from PubChem.

An excerpt; the hit share may differ from the screen's.
